# GASC1 inh = inhibitors of human demethylase GASC-1 KDM4C; inhibition, % at 12.5 µM; 0.15% of 96,000 active; GST-KDM4C 2-372, H3K9me3 peptide, LANCE TR-FRET; Q9H3R0; AID 720574;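 active means mean replicate inhibition above about 25%, with at least 55% of replicates also reaching it, limit read from the data, passing the limit was not always enough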
# Target sequence (Q9H3R0 2-372 limits assumed): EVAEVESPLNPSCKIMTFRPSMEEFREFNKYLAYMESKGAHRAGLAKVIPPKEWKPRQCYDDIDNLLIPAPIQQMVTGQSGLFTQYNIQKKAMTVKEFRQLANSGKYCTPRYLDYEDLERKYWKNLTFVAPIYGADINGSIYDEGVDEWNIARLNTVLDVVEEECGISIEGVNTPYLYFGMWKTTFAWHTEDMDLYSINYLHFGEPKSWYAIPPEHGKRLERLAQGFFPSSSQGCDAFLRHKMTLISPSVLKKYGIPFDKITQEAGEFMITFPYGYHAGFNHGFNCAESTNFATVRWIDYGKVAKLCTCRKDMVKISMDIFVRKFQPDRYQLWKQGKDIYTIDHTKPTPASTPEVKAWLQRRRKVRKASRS
#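 material = GST-tagged GASC-1 (JMJD2C) catalytic fragment, aa 2-372 | amount = enzyme final amount 10 nM | medium = HEPES buffer, pH 7.5, plus ascorbate | also added = H3K9me3 peptide substrate, Fe(II), 2-oxoglutarate | dosing = single dose | times = 30 min demethylation and 1 h detection at room temperature | detection = LANCE TR-FRET | read-out basis = Fall in 671/618 emission ratio as inhibition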
# Pf Dd2 growth = blocks growth of Plasmodium falciparum Dd2 parasites; P. falciparum Dd2 growth, SYBR Green, 72 h; active compounds read low; 2.3% of 94,000 active; activity change, % at 10 µM; in the data active means activity change below about -80%
# Tcruzi prolif = blocks T. cruzi growth in NIH3T3 culture; T. cruzi beta-gal in NIH3T3, GalScreen luminescence, 90 h; inhibition, % at 8.34 µM; 5.9% of 77,000 active; AID 624255;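 active means mean inhibition above about 93%, with at least 55% of replicates each passing it, limit read from the data, passing the limit was not always enough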
# C diff growth = inhibitors of Clostridium difficile growth; Clostridium difficile clinical isolate growth, OD600, 24 h; active compounds read low; growth activity, negative = inhibition, % at 16 µg/mL (by protocol); 0.25% of 86,000 active;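 active means mean growth activity at or below -80% and every replicate also at or below -80%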;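 further: 0% = DMSO wells and -100% = levofloxacin 16 µg/mL wells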
# The depositor's hits bear a star; · = not tested or not shown. An unsorted share of the library; 6.7% or so of the library scored in one or more.
SMILES,GASC1 inh,Pf Dd2 growth,Tcruzi prolif,C diff growth
O=C(c1cccnc1)N1CC(=O)N2[C@H](CO)[C@H](c3ccc(C#CCC4CCCC4)cc3)[C@@H]2C1,-2.0,-5.5,·,-12.6
C[C@@H]1CN([C@@H](C)CO)S(=O)(=O)c2ccc(-c3cccc(F)c3)cc2O[C@H]1CN(C)S(=O)(=O)c1ccccc1,-0.5,-63.4,121.6*,-1.1
COc1ccccc1NC(=O)N[C@H]1CC[C@@H](CCNC(=O)Cc2ccccn2)O[C@H]1CO,0.1,-7.7,·,3.2
CCCC(=O)Nc1ccc2c(c1)OC[C@@H](C)N(Cc1cncnc1)C[C@H](C)[C@H](OC)CN(C)C2=O,-0.4,17.3,-20.3,·
CC(C)CC#Cc1ccc2c(c1)O[C@@H](CN(C)Cc1cccc(F)c1)[C@@H](C)CN([C@H](C)CO)S2(=O)=O,1.3,-44.2,69.0,22.3
O=C(N[C@@H]1CC[C@H](CCNC(=O)C2CCOCC2)O[C@@H]1CO)c1ccccn1,0.0,12.9,-47.2,2.5
C[C@H]1CN([C@@H](C)CO)C(=O)c2cccc(NS(=O)(=O)c3ccccc3)c2O[C@H]1CN(C)Cc1ccc(C(=O)Nc2ccccc2N)cc1,-0.4,-88.2*,·,5.6
CN(C)CCCNC(=O)C[C@@H]1C=C[C@@H](NS(=O)(=O)c2ccccc2)[C@@H](CO)O1,-0.7,9.2,-45.8,·
COc1ccc(NC(=O)Nc2ccc3c(c2)C(=O)N([C@@H](C)CO)C[C@@H](C)[C@H](CN(C)S(=O)(=O)c2cn(C)cn2)OCCCC[C@@H](C)O3)cc1,-0.3,-2.5,-22.4,1.4
O=C(Nc1cccc(F)c1)N1CCCCN2[C@H](CO)[C@@H](c3ccc(-c4ccccc4F)cc3)[C@@H]2C1,-0.5,-24.4,68.5,60.8
C[C@@H]1CN([C@@H](C)CO)C(=O)c2cc(C#Cc3ccccn3)cnc2O[C@H]1CN(C)CC1CCCC1,0.4,14.6,45.7,-0.2
CC(C)C#Cc1ccc([C@H]2[C@@H](CO)N3CCCCN(C(=O)c4ccc(F)cc4)C[C@@H]23)cc1,-1.9,1.1,84.0,44.4
Cc1noc(C)c1NC(=O)Nc1cccc2c1O[C@@H](CN(C)C(=O)Nc1ccccc1)[C@H](C)CN([C@@H](C)CO)C2=O,-1.9,23.0,-2.3,0.5
N#C[C@@H]1[C@H](c2ccc(C#CC3CCCCC3)cc2)[C@H](CO)N1C(=O)c1cccc(F)c1,-0.8,-53.6,90.7,7.9
CO[C@H]1CN(C)C(=O)c2ccc(NS(=O)(=O)c3cccc(F)c3)cc2OC[C@H](C)N(Cc2cc(F)ccc2F)C[C@H]1C,0.1,-26.5,·,·
C[C@@H]1CN([C@H](C)CO)C(=O)c2cc(NC(=O)CCN3CCOCC3)ccc2O[C@@H]1CN(C)Cc1ccc(C(F)(F)F)cc1,2.1,8.6,-8.3,-3.0
CO[C@H]1CN(C)C(=O)c2ccc(NS(C)(=O)=O)cc2OC[C@@H](C)N(C(=O)C2CCC2)C[C@@H]1C,-0.4,·,28.3,·
COc1cccc(C(=O)Nc2ccc3c(c2)OC[C@@H](C)N(C)C[C@@H](C)[C@H](OC)CN(C)C3=O)c1,1.0,-18.4,-27.9,-5.3
COC(=O)C[C@H]1CC[C@H]2[C@H](COc3ccc(NC(=O)c4ccc(F)c(F)c4)cc3C(=O)N2C)O1,-0.4,-4.5,-19.6,0.8
C[C@@H]1CN([C@@H](C)CO)C(=O)c2c(c3ccccc3n2C)-c2ccccc2CO[C@@H]1CN(C)C(=O)Nc1cccc(Cl)c1Cl,-2.7,-92.4*,·,54.0
C[C@@H]1CN([C@H](C)CO)C(=O)c2cc(NC(=O)NC3CCCCC3)ccc2O[C@@H](C)CCCCO[C@@H]1CN(C)S(=O)(=O)c1ccc(F)cc1,0.2,-84.1*,34.4,19.1
COc1ccccc1CNC(=O)C[C@H]1C[C@H]2c3cc(NC(=O)C4CCC4)ccc3O[C@H]2[C@H](CO)O1,-1.9,-32.1,34.9,-3.0
CC(C)C#Cc1cnc2c(c1)C(=O)N([C@H](C)CO)C[C@H](C)[C@@H](CN(C)Cc1ccc3c(c1)OCO3)O2,3.5,-25.7,38.5,0.7
CO[C@H]1CN(C)C(=O)c2ccc(NC(=O)Nc3cccc(F)c3)cc2OC[C@@H](C)NC[C@H]1C,0.7,-23.8,21.0,·
C[C@H](CO)N1C[C@H](C)[C@@H](CN(C)C(=O)NC2CCCCC2)Oc2ccc(N(C)C)cc2C1=O,3.1,9.1,-14.9,4.6

# Whole records, looked up by structure:
# Listed for COc1cccc(C(=O)Nc2ccc3c(c2)OC[C@@H](C)N(C)C[C@@H](C)[C@H](OC)CN(C)C3=O)c1 = GASC1 inh = 1.0; Pf Dd2 growth = -18.4; Tcruzi prolif = -27.9; C diff growth = -5.3
# Listed for COC(=O)C[C@H]1CC[C@H]2[C@H](COc3ccc(NC(=O)c4ccc(F)c(F)c4)cc3C(=O)N2C)O1 = GASC1 inh = -0.4; Pf Dd2 growth = -4.5; Tcruzi prolif = -19.6; C diff growth = 0.8

# The list goes on.
SMILES,GASC1 inh,Pf Dd2 growth,Tcruzi prolif,C diff growth
CN(C)CCCNC(=O)[C@@H]1[C@@H](CO)[C@@H]2Cn3c(ccc(-c4cccc(C(=O)N(C)C)c4)c3=O)[C@H]1N2,-0.1,-1.3,18.4,-5.3
Cc1noc(C)c1NC(=O)N(C)C[C@H]1Oc2ncc(C#CCN(C)C)cc2C(=O)N([C@@H](C)CO)C[C@@H]1C,3.2,29.8,-2.0,0.3
O=C(NCc1ccccc1)[C@H]1[C@H](CO)[C@H]2Cn3c(ccc(-c4cccnc4)c3=O)[C@H]2N1Cc1cocn1,15.9,·,30.5,·
CCCC(=O)N1C[C@H]2[C@@H](c3ccccc31)[C@@H](CO)N2C(=O)CC1CC1,0.6,-16.3,51.7,-7.0
CC(C)NC(=O)N1[C@@H](CO)[C@@H]2c3ccccc3N(C)C[C@@H]21,-2.0,-5.4,3.5,-3.4
CN1c2ccc(Br)cc2[C@H]2[C@H](CCN2C(=O)C2CCC2)[C@H]1CO,1.0,-16.2,·,4.1
C[C@H]1CN([C@@H](C)CO)C(=O)c2cc(NS(=O)(=O)c3cccs3)ccc2O[C@H]1CN(C)S(C)(=O)=O,-0.4,3.8,-21.9,·
CO[C@H](CN(C)S(=O)(=O)c1ccc(F)cc1)[C@@H](C)CN([C@@H](C)CO)S(=O)(=O)c1cccc(Cl)c1,2.4,-20.3,85.9,·
O=C(C[C@H]1C=C[C@H](NS(=O)(=O)c2ccccc2F)[C@H](CO)O1)NCCCN1CCOCC1,-0.2,15.3,32.1,4.3
C[C@H]1CN([C@@H](C)CO)C(=O)Cc2cc(NC(=O)CCN3CCOCC3)ccc2O[C@H]1CN(C)Cc1ccc(C(=O)Nc2ccccc2N)cc1,-0.2,-32.4,·,-5.3
C[C@@H]1CN([C@H](C)CO)C(=O)Cc2cc(NC(=O)CCN3CCOCC3)ccc2O[C@@H]1CN(C)C(=O)Nc1ccc2c(c1)OCO2,0.3,3.6,45.5,5.4
O=C(c1ccc(F)cc1)N1C[C@H]2[C@@H](c3ccccc31)[C@H](CO)N2C(=O)c1ccccc1,-4.6,0.8,21.2,-1.6
O=C(NCCc1ccncc1)[C@@H]1[C@@H](CO)[C@@H]2Cn3c(ccc(C4=CCCCC4)c3=O)[C@H]1N2CC1CC1,-1.0,·,-43.5,-5.8
CCCC#Cc1cnc2c(c1)C(=O)N([C@@H](C)CO)C[C@@H](C)[C@@H](CN(C)C(=O)Nc1ccccc1OC)O2,-0.4,-45.9,44.5,6.9
COc1ccc(S(=O)(=O)N(C)C[C@@H]2OCCCC[C@H](C)Oc3ccc(NC(=O)Nc4ccccc4)cc3C(=O)N([C@H](C)CO)C[C@@H]2C)cc1,-2.5,-39.4,110.4*,-4.0
CO[C@H]1CN(C)C(=O)c2cc(NS(C)(=O)=O)ccc2OC[C@H](C)N(Cc2nccs2)C[C@H]1C,-0.3,1.1,-2.9,·
O=C(Nc1ccc2c(c1)OCO2)N[C@@H]1CC[C@H](CCNC(=O)C2CCOCC2)O[C@H]1CO,0.5,·,·,3.7
COCC(=O)Nc1ccc2c(c1)[C@H]1C[C@H](CC(=O)N3CCCCC3)O[C@H](CO)[C@H]1O2,2.1,-3.1,2.1,-1.8
C[C@H](CO)N1C[C@H](C)[C@H](CN(C)Cc2ccc(C(F)(F)F)cc2)Oc2ccc(NS(=O)(=O)c3cn(C)cn3)cc2CC1=O,0.5,-9.2,42.7,-3.4
OC[C@H]1Nc2ccc(-c3ccccc3)cc2[C@H]2[C@@H]1CCN2Cc1ccc(F)cc1,0.9,-76.4,103.5*,-5.7
C[C@H](CO)N1C[C@H](C)[C@@H](CN(C)C(=O)C2CCC2)Oc2cc(-c3ccncc3)ccc2S1(=O)=O,1.0,-10.3,70.5,·
COCC(=O)N1CCCCN2[C@@H](CO)[C@@H](c3ccc(-c4ccccc4)cc3)[C@@H]2C1,-0.3,0.3,90.3,1.7
Cn1cnc(S(=O)(=O)N2CC[C@@H]3[C@H](CO)Nc4ccc(C#Cc5ccc(F)cc5)cc4[C@@H]32)c1,-0.2,-10.4,9.2,4.3
COc1cccc(-c2ccc([C@@H]3[C@H](CO)N4CCCCN(C(=O)c5ccc(F)cc5)C[C@@H]34)cc2)c1,-0.9,-79.4,43.6,10.7
CCCC#Cc1ccc([C@H]2[C@@H](CO)N3C(=O)CN(S(=O)(=O)c4ccccc4C)C[C@@H]23)cc1,-0.5,6.8,·,12.4

# Additional results follow.
SMILES,GASC1 inh,Pf Dd2 growth,Tcruzi prolif,C diff growth
COc1ccc(-c2cn(CC[C@@H]3CC[C@@H](NS(=O)(=O)c4ccccc4C)[C@@H](CO)O3)nn2)cc1,0.5,-2.3,-6.7,-1.8
O=C(C[C@H]1C=C[C@H](NC(=O)Nc2ccccc2)[C@@H](CO)O1)NCc1ccccn1,2.0,-35.0,72.0,·
C[C@H](CO)N1C[C@H](C)[C@@H](CN(C)C(=O)Nc2ccc(-c3ccccc3)cc2)OCc2ccccc2-c2ccccc2C1=O,0.2,-40.1,·,82.1
Cc1noc(C)c1S(=O)(=O)N(C)C[C@@H]1OCCCC[C@@H](C)Oc2ccc(NC(=O)Cc3ccccc3)cc2C(=O)N([C@@H](C)CO)C[C@H]1C,0.7,-51.7,29.6,4.1
CCCNC(=O)[C@@H]1[C@@H](CO)[C@@H]2Cn3c(cccc3=O)[C@H]1N2C(=O)Nc1cc(F)ccc1F,-0.1,-1.0,81.1,·
COc1ccc(S(=O)(=O)Nc2ccc3c(c2)C(=O)N([C@H](C)CO)C[C@H](C)[C@H](CN(C)S(=O)(=O)c2ccc(C)cc2)O3)cc1,-0.5,-61.5,55.5,15.1
COc1ccc(NC(=O)N(C)C[C@@H]2OCc3ccccc3-c3c(n(C)c4ccccc34)C(=O)N([C@H](C)CO)C[C@@H]2C)cc1,·,-30.8,·,-4.6
CO[C@@H]1CN(C)C(=O)c2cc(NC(=O)c3cc(C)on3)ccc2OC[C@@H](C)N(S(=O)(=O)c2cccc(C)c2)C[C@H]1C,-0.5,-50.0,68.2,·
CCS(=O)(=O)Nc1ccc2c(c1)C(=O)N(C)[C@@H]1CC[C@H](CC(=O)Nc3ccccc3)O[C@H]1CO2,1.1,4.1,14.0,-1.5
CCCNC(=O)[C@@H]1[C@@H](CO)[C@@H]2Cn3c(ccc(-c4ccc(F)cc4)c3=O)[C@H]1N2CC,1.5,3.7,40.8,-5.3
C[C@H](CO)N1C[C@H](C)[C@@H](CN(C)C(=O)Cc2cccnc2)Oc2ncc(-c3ccncc3)cc2C1=O,4.3,14.1,48.3,-9.5
O=C(Nc1ccc2c(c1)[C@@H]1C[C@@H](CC(=O)N3CCOCC3)O[C@@H](CO)[C@@H]1O2)C1CCC1,3.2,-15.3,18.1,-1.4
C[C@H]1CN([C@@H](C)CO)C(=O)c2cc(NC(=O)Cc3ccccc3)ccc2O[C@@H]1CN(C)S(=O)(=O)c1cccs1,0.2,-18.6,17.7,-3.0
C[C@@H]1CN([C@H](C)CO)C(=O)c2cccc(NS(=O)(=O)c3ccc(F)cc3)c2O[C@@H]1CN(C)Cc1ccc(C(=O)O)cc1,0.0,12.4,62.0,·
C[C@H]1CN([C@@H](C)CO)C(=O)Cc2cc(NS(=O)(=O)c3ccc(F)cc3)ccc2O[C@@H]1CN(C)Cc1ccc(-c2ccccc2)cc1,0.0,-24.6,63.4,·
CC(C)NC(=O)N(C)C[C@H]1Oc2ccc(N(C)C)cc2CC(=O)N([C@@H](C)CO)C[C@H]1C,14.7,5.9,-12.8,4.1
O=C(c1cccc(F)c1)N1CCCCN2[C@H](CO)[C@@H](c3ccc(C#CC4(O)CCCC4)cc3)[C@@H]2C1,-1.5,22.8,71.0,-1.4
O=C(C[C@@H]1CC[C@H](NC(=O)c2ccc(F)cc2)[C@@H](CO)O1)NCCc1ccccc1,-1.0,0.2,-7.7,·

# Source: PubChem BioAssay (Broad Institute)
